TAG inh = inhibitors of triacylglycerol accumulation, primary screen, cell-based, uHTS, fluorescence, H9c2. H9c2 cells, Nile Red lipid (TAG) fluorescence; cells loaded with 200 µM oleic acid. inhibition, % at 12.5 µM. hit rate 0.66% among 230,000. AID 651582, 2012;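 active = pattern-corrected inhibition of lipid staining of at least 50% with the nuclear-stain viability signal not falling by more than 50%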;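 note: 0% = DMSO wells and 100% = triacsin C control wells; some results filed as inactive read as strong as hits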
TAG inh DAPI viability = second read-out of TAG inh, no call of its own (marks repeat the call); DAPI nuclei signal change (viability), lower = more cytotoxic, %;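 whole-well DAPI fluorescence read on a plate reader as a viability signal; minus 50 percent equals half of cells still viable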
* hit, by the source's call.

SMILES	TAG inh	TAG inh DAPI viability
CC12CC3(C)CC(C)(C1)CC(C(=O)NCC(=O)O)(C2)C3	6	-5
CSCCC(=O)N1CCC(n2nccc2NC(=O)CCc2ccccc2)CC1	7	10
O=C(COC(=O)Cc1ccc(Br)cc1)NC1CC1	9	-4
O=C1[C@@H]2[C@H](C(=O)N1n1cnnc1)[C@H]1C=C[C@@H]2C1	3	-9
Cc1cccc(NC(=O)c2nc[nH]c2C(=O)Nc2cccc(C)c2)c1	-3	19
COc1ccc([C@H]2N[C@]3(CCCN(Cc4cccn4C)C3=O)[C@H]3C(=O)N(C)C(=O)[C@@H]23)cc1	-5	9
COc1ccc(C2C(C(=O)OC(C)C)=C(C)N=c3s/c(=C\c4cccs4)c(=O)n32)cc1 (stereo not drawn)	14	-8
O=C1C(=O)N(c2ccccn2)C(c2cccc([N+](=O)[O-])c2)/C1=C(/O)c1ccc(Br)cc1 (stereo not drawn)	-1	1
Cc1ccc(S(=O)(=O)NN=Cc2ccco2)cc1	-9	14
CN(C)CCCNC(=O)/C(=N\O)c1ccccc1	-3	15
CCOc1ccc(-c2ccc(SCc3ccccn3)nn2)cc1	-23	6
O=C(Nc1ccc(F)cc1)c1cnccn1	-3	5
CC1CCC2(CC1)NC(=O)N(CC(=O)Nc1nc(-c3ccc(F)cc3)cs1)C2=O (stereo not drawn)	8	-1
COc1ccc(C(=O)/C(=C\N(C)C)n2nc(C)cc2C)cc1	7	-2
O=C1[C@H]2[C@@H](c3ccc(Cl)cc3)N3C(=O)N(c4cccc(F)c4)C(=O)[C@@]3(Cc3ccc(Cl)cc3)[C@H]2C(=O)N1C1CCCCC1	48	-21
CC1(C)CC(=O)c2sc(NC(=O)CN3CCOCC3)nc2C1	-30	17
CC(=O)c1ccc(N2CCN(C(=O)Nc3ccc(C)cc3)CC2)cc1	-5	-9
CCc1noc(C)c1C(=O)OCC(=O)Nc1ncc(Cl)cc1Cl	-3	2
COc1ccc(C(CC(=O)N2CCCCC2)c2c(OC)cc(OC)c3ccc(=O)oc23)cc1 (stereo not drawn)	6	5
CN1CCN(S(=O)(=O)c2cccc(C(=O)Nc3cc(Cl)ccc3N3CCOCC3)c2)CC1	18	5
C=CCC1CCCC(=O)N2CCCC12 (stereo not drawn)	-4	3
O=C(Cc1ccc(S(=O)(=O)N2CCOCC2)s1)Nc1cc(C(F)(F)F)ccc1N1CCCC1	5	-4
Cc1ccc(C)c(/C(O)=C2\C(=O)C(=O)N(CCCN3CCOCC3)C2c2cccnc2)c1 (stereo not drawn)	7	1
C=CC[C@H](CC(=O)OC(C)(C)C)C(=O)OC[C@@H]1CCCN1C(=O)[C@@H](CC=C)CC(=O)NCCO	-11	1
N#Cc1ccccc1N=C1CCCN1Cc1ccccc1	-18	0
(next part)
SMILES	TAG inh	TAG inh DAPI viability
COc1ccc(NC(=O)c2ccc(S(=O)(=O)N3CCCCC3)cc2)cc1OC	21	2
Cn1c(CN2CCN(C(=O)c3ccc(F)cc3)CC2)nc2cc([N+](=O)[O-])ccc21	-5	-11
CC1CCN(c2nc(N(C)c3ccccc3)nc(N)c2[N+](=O)[O-])CC1	-2	2
CC(C)Oc1cccc(C(=O)C2CCCN(C(=O)CCn3cnnn3)C2)c1 (stereo not drawn)	15	-11
Cc1nnc(NC(=O)c2c(F)c(F)c(F)c(F)c2F)s1	0	-9
NC(N)=N/N=C/c1cccc([N+](=O)[O-])c1O	-2	2
O=C(NCc1ccccc1F)C1CCCN1C(=O)Nc1ccccc1 (stereo not drawn)	5	-12
O=C1CC(NS(=O)(=O)c2ccccc2)CN1c1ccc2c(c1)OCCO2 (stereo not drawn)	-9	-7
O=C(CCCN1C(=O)NC2(CCCC2)C1=O)Nc1ccc(Cl)c(S(=O)(=O)N2CCOCC2)c1	0	7
O=C(NCc1ccccn1)C(=O)NCC1OCCN1S(=O)(=O)c1ccc([N+](=O)[O-])cc1 (stereo not drawn)	-7	7
CC(Oc1ccc([N+](=O)[O-])cc1)C(=O)NCCCN1CCOCC1 (stereo not drawn)	0	9
CCn1c(SCC(=O)NCCc2ccc(Cl)cc2)nnc1-c1cccs1	14	-2
O=C(OCC(=O)N1CCc2ccccc21)C1=COCCO1	16	-28
Cc1cc(C)c(C#N)c(SCC(=O)Nc2cccc(S(=O)(=O)N3CCCC3)c2)n1	-11	12
COc1ccc(C2CC(c3ccccc3)Nc3nc(NS(C)(=O)=O)nn32)cc1 (stereo not drawn)	7	5
O=C(CN1C(=O)C2CCCCC2C1=O)Nc1nccs1 (stereo not drawn)	-6	8
COCCn1c(SCC(=O)Nc2ccc(OC)c(S(N)(=O)=O)c2)nc2ccccc21	-18	3
O=C1c2cc(Br)ccc2N(Cc2ccc(Br)cc2)S(=O)(=O)C1c1cc(Cl)c(Cl)cc1[N+](=O)[O-] (stereo not drawn)	1	5
O=C(NCCCN1CCOCC1)C1CCN(S(=O)(=O)c2cccc(Cl)c2Cl)CC1	11	-4
CCCC[C@@H]1CNC(=S)N1CCc1cccc2ccccc12	-36	-2
C[C@@H]1CN([C@@H](C)CO)C(=O)c2cccc(NS(=O)(=O)c3ccc(F)cc3)c2O[C@H]1CN(C)C(=O)NC1CCCCC1	29	-2
O=C(COc1ccc(Cl)c(Cl)c1)NC1CCS(=O)(=O)C1 (stereo not drawn)	-4	10
Cc1c(NS(=O)(=O)c2cccc(C(=O)Nc3ccc(SC(F)F)cc3)c2)c(=O)n(-c2ccccc2)n1C	-3	-2
COc1ccc(NC(=O)CN(C)C(=O)CSc2nc3ccccc3s2)cc1	1	-5
CC1CCN(Cc2nnnn2-c2cccc([N+](=O)[O-])c2)CC1	-13	4
The list goes on.
SMILES	TAG inh	TAG inh DAPI viability
CC(C)OC(=O)NCN1C(=O)C2C3C=CC(C3)C2C1=O (stereo not drawn)	-11	6
CCOc1c2ccc(C(=O)NCc3ccc(C)cc3)cc2nn1CC	10	-3
Cc1cc(NC(=O)COC(=O)c2nccnc2N)n(-c2ccccc2)n1	-16	-2
COC(=O)Cc1cc(=O)[nH]c(/N=C(\N)Nc2ccc(C(C)C)cc2)n1	-44	4
CCN(CC)C(=O)[C@H]1C[C@H](CC(=O)NCCC2=CCCCC2)C(=O)N2CCc3c([nH]c4cc(CCC(=O)N(C)C)ccc34)[C@]12C	-10	-2
CCOc1ccccc1Nc1nnc(SCC(=O)NC2CCS(=O)(=O)C2)s1 (stereo not drawn)	11	-4
Cc1csc(=O)n1CCC(=O)O	10	-1
Cc1nc2ncccn2c1-c1csc(Nc2ccc(O)cc2)n1	25	0
COc1ccc(C(=O)Nc2cc(C)cc(C)c2)cc1S(=O)(=O)N1CCOCC1	25	-12
O=C(COc1ccc(Cl)cc1Br)NCC(c1ccco1)N1CCCC1 (stereo not drawn)	-42	5
N#Cc1cnc(NOCc2ccc(Cl)cc2)nc1	6	-4
O=C(Nc1ccc(NC(=S)NC(=O)c2ccccc2Cl)cc1)c1cccc(Cl)c1	7	10
Cc1ccc(Nc2nc(CSc3n[nH]c(N)n3)cs2)cc1	7	-4
CCN(CC)CCCNC(=O)C(C)n1nc(C)c2sc3ccccc3c2c1=O (stereo not drawn)	27	-20
COc1ccc(-c2csc(NC(=O)CS(=O)(=O)c3ccccc3)n2)c(OC)c1	-6	2
O=C(Oc1cc2oc(=O)c3c(c2cc1Cl)CCCC3)c1ccco1	4	29
Cc1cc(NC(=O)CSc2nncn2N)no1	14	6
Cc1csc2ncc(C(=O)Nc3ccc(C(F)(F)F)cc3)c(=O)n12	-14	4
CSc1ccc(CN(C)C(=O)CNC(=O)c2sc3ccccc3c2Cl)cc1	-12	2
O=C(C[n+]1ccncc1)c1ccccc1	5	-3
COc1cccc(CN2CC(C(=O)NCCCCc3ccccn3)CCC2=O)c1 (stereo not drawn)	-1	-10
Cc1ccc(C)n1-c1ccccc1N1CCCCC1	-3	-7
CCNc1nc(NCC)n2c(SCC(=O)Nc3ccc(F)cc3[N+](=O)[O-])nnc2n1	-32	-6
CCOc1ccc(C2=CC(c3ccccc3)n3ncnc3N2)cc1 (stereo not drawn)	-15	17
Cc1ccc(C(=O)Nc2ccccc2C(=O)N2CCCC(C)C2)cc1 (stereo not drawn)	12	-2
Next results follow.
SMILES	TAG inh	TAG inh DAPI viability
O=C(O)C1C2C=CC(C2)C1C(=O)Nc1ccc2c(c1)OCCO2 (stereo not drawn)	16	-14
COc1ccccc1CNCCS(=O)(=O)NCc1ccccc1	-5	5
O=C(NCC(c1cccs1)N1CCOCC1)C1CCN(S(=O)(=O)c2c(Cl)cccc2Cl)CC1 (stereo not drawn)	-2	-4
Cn1cc(C(=O)C(=O)N2CCCCC2)c2ccccc21	-1	-5
COc1ccc2c(c1)CCCC21SC(NC(C)=O)=NN1C(C)=O (stereo not drawn)	7	-6
CCCOC(=O)CCc1n[nH]c(=O)[nH]c1=O	-11	-8
Cc1noc(C)c1COC(=O)COc1ccc2c(C)cc(=O)oc2c1	0	-4
Cc1c(NC(=O)CSc2nc3c(cnn3-c3ccccc3)c(=O)[nH]2)c(=O)n(-c2ccccc2)n1C	-22	5
Cc1ncc(N=Nc2ccccc2Cl)c(-c2ccccc2)n1	18	1
CCC(C(=O)Nc1cc(Cl)c(OC)cc1OC)c1ccccc1 (stereo not drawn)	-10	5
COc1cccc(C(O)Cc2nc3ccccc3n2C)c1OC (stereo not drawn)	7	-15
O=P(O)(CCCP(=O)(O)CCc1ccccc1)CCc1ccccc1	18	4
CN(C/C=C/C#CC(C)(C)C)Cc1cccc2ccccc12	-15	1
COc1ccc(Sc2nnc(-c3ccccc3)cc2C#N)cc1	-1	-9
Cc1c(CCOC(=O)c2ccc(N3CCOCC3)c([N+](=O)[O-])c2)sc[n+]1CC#N	26	-10
O=C(CCN1C(=O)c2ccccc2C1=O)NC1=NCCS1	12	-4
O=C(CCNS(=O)(=O)c1cccc2nonc12)N1CCN(c2cccc(Cl)c2)CC1	-10	-5
COc1cc2c(cc1OC)CN(C(=O)c1ccc(Br)o1)CC2	7	-8
COc1ccc(S(=O)(=O)N(C)CC(=O)Nc2ccccc2OC)cc1C	-33	1
CCC(=O)N1CCN(c2nc3ccccc3s2)CC1	-18	10
COc1ccc(CC(N)c2csc(Nc3cccc(OC)n3)n2)cc1 (stereo not drawn)	-4	12
COCc1cc(=O)[nH]c(Nc2nc3ccccc3o2)n1	5	-7
CC(C)(C)c1ccc(S(=O)(=O)NCCN2CCOCC2)cc1	-11	6
O=C(Nc1nc(-c2ccncc2)cs1)c1ccc(F)cc1	6	3
O=C(Nc1ccccc1[N+](=O)[O-])c1cncc(Br)c1	-6	-1
(continued)
SMILES	TAG inh	TAG inh DAPI viability
C=CCNC(=O)C1(S(=O)(=O)c2ccccc2)CC=CC1	-15	-8
Cc1ccc2oc(C(=O)NCc3ccc4c(c3)OCO4)c(C)c2c1	-10	9
O=C(c1snnc1-c1ccccc1)N1CCOCC1	16	-9
CCOC(=O)CC1COCCN1Cc1cn[nH]c1-c1ccc2c(c1)OCO2 (stereo not drawn)	17	-9
O=C1C=C(c2ccc(-c3ccccc3)c(F)c2)C[C@@H](c2ccc3c(c2)OCO3)C1	5	2
COC(=O)C1=C(C(=O)OC)[N+]2=C3N(C(=O)NC2(C)C)[C@H](CO)C[C@@]32c3ccccc3N(Cc3ccccc3)[C@@H]12	19	-5
O=C(CNC(=O)c1ccccc1F)NNC(=O)c1ccccc1O	4	-3
CCOC(=O)c1ccc(S(=O)(=O)N2CCN(CCC#N)CC2)cc1	-2	6
CCOC(=O)CNC(=O)CSc1nnc(-c2ccco2)n1N	3	9
CC(=O)OC(C=C(C)C)C/C(C)=C/COc1c2ccoc2cc2oc(=O)ccc12 (stereo not drawn)	-14	15

19 compounds from above, sorted by molar mass, ascending:
SMILES	TAG inh	TAG inh DAPI viability
CCC(=O)N1CCN(c2nc3ccccc3s2)CC1	-18	10
C=CCNC(=O)C1(S(=O)(=O)c2ccccc2)CC=CC1	-15	-8
O=C(Nc1nc(-c2ccncc2)cs1)c1ccc(F)cc1	6	3
O=C(CCN1C(=O)c2ccccc2C1=O)NC1=NCCS1	12	-4
O=C(Nc1ccccc1[N+](=O)[O-])c1cncc(Br)c1	-6	-1
Cc1ccc2oc(C(=O)NCc3ccc4c(c3)OCO4)c(C)c2c1	-10	9
CCOC(=O)CNC(=O)CSc1nnc(-c2ccco2)n1N	3	9
CC(C)(C)c1ccc(S(=O)(=O)NCCN2CCOCC2)cc1	-11	6
O=C(CNC(=O)c1ccccc1F)NNC(=O)c1ccccc1O	4	-3
CCOC(=O)c1ccc(S(=O)(=O)N2CCN(CCC#N)CC2)cc1	-2	6
COc1ccc(CC(N)c2csc(Nc3cccc(OC)n3)n2)cc1 (stereo not drawn)	-4	12
COc1cc2c(cc1OC)CN(C(=O)c1ccc(Br)o1)CC2	7	-8
CCOC(=O)CC1COCCN1Cc1cn[nH]c1-c1ccc2c(c1)OCO2 (stereo not drawn)	17	-9
COc1ccc(S(=O)(=O)N(C)CC(=O)Nc2ccccc2OC)cc1C	-33	1
O=C1C=C(c2ccc(-c3ccccc3)c(F)c2)C[C@@H](c2ccc3c(c2)OCO3)C1	5	2
CC(=O)OC(C=C(C)C)C/C(C)=C/COc1c2ccoc2cc2oc(=O)ccc12 (stereo not drawn)	-14	15
Cc1c(CCOC(=O)c2ccc(N3CCOCC3)c([N+](=O)[O-])c2)sc[n+]1CC#N	26	-10
O=C(CCNS(=O)(=O)c1cccc2nonc12)N1CCN(c2cccc(Cl)c2)CC1	-10	-5
COC(=O)C1=C(C(=O)OC)[N+]2=C3N(C(=O)NC2(C)C)[C@H](CO)C[C@@]32c3ccccc3N(Cc3ccccc3)[C@@H]12	19	-5

Only part of the results is shown; count on the stated rates, not on these rows.
